TEAD-YAP block: TEAD-YAP interaction inhibition. HEK-TIYL cells, TEAD-Gal4/YAP UAS-luciferase luminescence. inhibition, % at 9.12 µM. hit rate 1.4% among 640,000. AID 1259422; in the data active = inhibition above about 32%;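 also: 0% = median of test compound wells and 100% = reference inhibitor wells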
GPR151 activ: activators of human GPR151 | AID 1508602 | hit rate 1% among 650,000 | Q8TDV0 | PathHunter beta-arrestin GPR151 cells, luminescence | activation, % at 11.2 µM; in the data active = activation above about 4.9%;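 also: 0% = median of compound wells and 100% = cells with positive control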
Target sequence (Q8TDV0 whole entry, looked up): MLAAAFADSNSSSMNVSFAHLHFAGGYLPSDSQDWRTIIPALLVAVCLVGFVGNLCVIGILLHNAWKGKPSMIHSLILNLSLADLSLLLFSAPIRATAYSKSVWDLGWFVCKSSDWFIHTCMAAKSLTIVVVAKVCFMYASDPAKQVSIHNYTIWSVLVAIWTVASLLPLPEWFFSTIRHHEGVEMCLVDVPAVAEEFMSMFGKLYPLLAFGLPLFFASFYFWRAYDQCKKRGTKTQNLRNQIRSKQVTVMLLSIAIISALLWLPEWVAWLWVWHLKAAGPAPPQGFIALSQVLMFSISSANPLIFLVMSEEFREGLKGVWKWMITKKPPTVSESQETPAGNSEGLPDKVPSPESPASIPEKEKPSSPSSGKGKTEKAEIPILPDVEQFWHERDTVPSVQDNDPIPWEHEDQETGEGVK
MITF primary: blocks human microphthalmia-associated transcription factor. hit rate 0.91% among 650,000. AlphaScreen MITF homodimerization, bead proximity signal. inhibition, % at 2.6 µM. O75030. AID 1259374; in the data active = inhibition above about 50%;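 also: 0% = vehicle wells with protein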
Target sequence (O75030 whole entry, looked up): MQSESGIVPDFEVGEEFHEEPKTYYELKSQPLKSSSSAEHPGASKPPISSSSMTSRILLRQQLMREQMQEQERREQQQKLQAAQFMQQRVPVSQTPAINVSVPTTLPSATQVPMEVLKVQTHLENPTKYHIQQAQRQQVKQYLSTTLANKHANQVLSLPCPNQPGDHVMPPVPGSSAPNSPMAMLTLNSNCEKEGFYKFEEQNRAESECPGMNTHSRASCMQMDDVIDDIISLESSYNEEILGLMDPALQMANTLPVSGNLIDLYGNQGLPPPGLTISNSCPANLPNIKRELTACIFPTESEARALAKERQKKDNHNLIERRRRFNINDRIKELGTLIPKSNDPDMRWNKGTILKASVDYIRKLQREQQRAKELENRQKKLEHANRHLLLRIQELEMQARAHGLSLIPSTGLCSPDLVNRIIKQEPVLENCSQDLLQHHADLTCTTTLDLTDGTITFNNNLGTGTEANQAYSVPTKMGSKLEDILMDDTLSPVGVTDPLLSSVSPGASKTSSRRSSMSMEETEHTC
FBW7 activator: human FBW7 E3 ligase activation, primary screen | Q969H0 | AlphaScreen FBW7–phospho-cyclin E peptide binding, activator screen | normalized activity (activation), % at 26.1 µM | hit rate 0.13% among 650,000; in the data active = normalized activity above about 1.9%;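 also: purified mutant Fbw7 with reduced substrate affinity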
An asterisk follows results filed as active; . = not tested or not shown; & = joins results of further samples.

SMILES | TEAD-YAP block | GPR151 activ | MITF primary | FBW7 activator
COc1ccc(-c2ccc(C3C(C#N)=C(N)Oc4[nH]c(=S)[nH]c(=O)c43)o2)cc1 (stereo not given) | -6.3 | 0.0 | -7.2 | -0.2
COc1ccccc1NC(=O)Nc1sc2c(c1C(N)=O)CCC2 | -30.5 | 3.1 | 9.3 | -0.1
O=C(CNC(=S)N(Cc1ccccc1)Cc1ccccc1F)NC1CC1 | 13.6 | 1.4 | -1.4 | -0.1
N#C/C(=C\c1ccc(O)c([N+](=O)[O-])c1)c1nc2ccccc2c(=O)[nH]1 | 1.1 | 0.3 | 8.9 | 0.4
O=C(CSc1cn(Cc2ccc(Cl)cc2)c2ccccc12)Nc1ccc2c(c1)OCCO2 | 4.8 | 1.6 | 7.1 | 0.1
COc1ccc(N2CCN(C(=O)CNC(=O)Cn3cnc4ccccc4c3=O)CC2)cc1 | -8.2 | -0.4 | -10.4 | -0.1
CCCOc1ccc(-c2ncn(CCO)c2[N+](=O)[O-])cc1 | 0.2 | -0.1 | -9.5 | -0.2
COC(=O)c1c(NC(=O)COc2cc(C)c(Cl)c(C)c2)sc2c1CCCC2 | 0.0 | -1.0 | 7.0 | 0.7
CC(CCc1ccccc1)NC(=O)C(=O)NCC1COc2ccccc2O1 (stereo not given) | -6.1 | 0.5 | -10.8 | 0.0
Cc1ccc(S(=O)(=O)C(CNC(=O)C(=O)NCCO)c2ccco2)cc1 (stereo not given) | 5.5 | 1.0 | 4.1 | -0.1
Oc1ccc(N2CCN(C(=S)NC3CCCC3)CC2)cc1 | -21.0 | 2.3 | 3.7 | 0.8
O=C1CCN(C(=O)c2ccc(N3CC4CC(C3)c3cccc(=O)n3C4)c(NC(=O)c3ccc(F)cc3)c2)CC1 (stereo not given) | -7.2 | -0.6 | 2.5 | 0.2
COc1ccc(OC)c(CN2CCN(C3=NS(=O)(=O)c4ccccc43)CC2)c1 | -4.1 | -0.1 | 2.9 | -0.2
CCOc1cccc(C(=O)NC(=S)Nc2ccc(Cl)cn2)c1 | -24.2 | 0.3 | -7.8 | 0.1
CCOC(=O)c1c(C)oc2ccc(NS(=O)(=O)c3ccc(C)cc3C)cc12 | -3.0 | -0.4 | -10.0 | -0.3
CCSc1sc(CC)cc1C1C(C(=O)Nc2cc(C)ccn2)=C(C)NC2=C1C(=O)CC(C)(C)C2 (stereo not given) | 10.2 | -1.1 | 9.4 | -0.1
CCCNC(=O)CCCn1sc2ccccc2c1=O | -6.9 | -0.5 | -6.7 | -0.1
Cn1c2ccccc2c2nnc(SCC(=O)Nc3ccc(Cl)cn3)nc21 | 2.0 | -1.8 | 14.8 | 0.2
CCCCC(C=O)NC(=O)C(CC(C)C)NC(=O)OCc1ccccc1 (stereo not given) | . | 0.2 | 8.3 | 0.1
O=c1oc2ccc(Cl)cc2cc1-c1csc(Nc2ccccc2)n1 | 1.3 | 0.9 | -0.8 | -0.1
COc1ccc(-n2c(=S)[nH]c3cc(C(=O)NCCCN4CCOCC4)ccc3c2=O)cc1OC | 6.7 | 1.7 | 1.1 | -0.1
CC(C)NC(=O)N1CCC2(CC1)OCCc1c2[nH]c2ccccc12 | -2.8 | -1.2 | -8.2 | -0.7
COc1ccccc1NC(=O)c1cc2ccc(O)cc2o/c1=N\O | -20.3 | -7.2 | -3.7 | -0.3
Fc1ccc2c(c1)nc(NC1CCCCC1)c1nccn12 | 2.5 | 5.1* | -0.4 | 0.0
COc1cccc(CCNC(=O)c2cn3cc(-c4ccnc(N)n4)ccc3n2)c1 | 2.4 | -1.5 | -12.4 | 0.3

Reformatted as tab-separated lines: entries from further up
mol	TEAD-YAP block	GPR151 activ	MITF primary	FBW7 activator
N#C/C(=C\c1ccc(O)c([N+](=O)[O-])c1)c1nc2ccccc2c(=O)[nH]1	1.1	0.3	8.9	0.4
O=C(CSc1cn(Cc2ccc(Cl)cc2)c2ccccc12)Nc1ccc2c(c1)OCCO2	4.8	1.6	7.1	0.1
COc1ccc(N2CCN(C(=O)CNC(=O)Cn3cnc4ccccc4c3=O)CC2)cc1	-8.2	-0.4	-10.4	-0.1
CCCOc1ccc(-c2ncn(CCO)c2[N+](=O)[O-])cc1	0.2	-0.1	-9.5	-0.2
COC(=O)c1c(NC(=O)COc2cc(C)c(Cl)c(C)c2)sc2c1CCCC2	0.0	-1.0	7.0	0.7
CC(CCc1ccccc1)NC(=O)C(=O)NCC1COc2ccccc2O1 (stereo not given)	-6.1	0.5	-10.8	0.0
Cc1ccc(S(=O)(=O)C(CNC(=O)C(=O)NCCO)c2ccco2)cc1 (stereo not given)	5.5	1.0	4.1	-0.1
Oc1ccc(N2CCN(C(=S)NC3CCCC3)CC2)cc1	-21.0	2.3	3.7	0.8
O=C1CCN(C(=O)c2ccc(N3CC4CC(C3)c3cccc(=O)n3C4)c(NC(=O)c3ccc(F)cc3)c2)CC1 (stereo not given)	-7.2	-0.6	2.5	0.2
COc1ccc(OC)c(CN2CCN(C3=NS(=O)(=O)c4ccccc43)CC2)c1	-4.1	-0.1	2.9	-0.2
CCOc1cccc(C(=O)NC(=S)Nc2ccc(Cl)cn2)c1	-24.2	0.3	-7.8	0.1
CCOC(=O)c1c(C)oc2ccc(NS(=O)(=O)c3ccc(C)cc3C)cc12	-3.0	-0.4	-10.0	-0.3
CCSc1sc(CC)cc1C1C(C(=O)Nc2cc(C)ccn2)=C(C)NC2=C1C(=O)CC(C)(C)C2 (stereo not given)	10.2	-1.1	9.4	-0.1

More results.
SMILES | TEAD-YAP block | GPR151 activ | MITF primary | FBW7 activator
O=C(N1CCCC1c1nc(-c2ccncc2)n[nH]1)C1(c2ccc(F)cc2)CCCC1 (stereo not given) | 5.4 | 0.7 | -7.9 | -0.2
COC(=O)C1=CN(Cc2ccc(OC)c(OC)c2)C=C(C(=O)OC)C1c1ccccc1OCc1ccccc1 | -11.1 | -0.2 | -10.2 | 0.2
Cc1ccc(N=c2oc3ccc4ccccc4c3cc2C(N)=O)cc1 | 3.9 | 1.2 | -5.5 | 0.1
COC(=O)C1=CN(C(C)C)C=C(C(=O)OC)C1c1ccc(Cl)c([N+](=O)[O-])c1 | -4.1 | 0.8 | -1.7 | 0.4
O=S(=O)(c1ccc(-c2csc(Nc3ccc(Cl)c(Cl)c3)n2)cc1)N1CCCC1 | 3.7 | -0.9 | 16.5 | 0.4
COc1ccc2cc(C(N)=O)c(=Nc3ccc(C(N)=O)cc3)oc2c1 | 4.2 | 0.8 | -12.4 | 0.0
CCOC(=O)c1c(/N=C/c2c(O)n(C)c(=O)n(C)c2=O)sc2c1CCC(CC)C2 (stereo not given) | -4.7 | 2.5 | 9.5 | 0.0
O=C(Cn1ccc([N+](=O)[O-])n1)Nc1ccc(F)cc1F | 13.1 | -0.6 | 17.2 | 0.3
CC(=O)NC/C(C)=N\NC(=O)c1cccc(Cl)c1 | -66.7 | -0.4 | -3.0 | -0.1
CCc1nn(C(CC)C(=O)NCc2ccccc2F)c(=O)c2cc3oc(C)cc3n12 (stereo not given) | 0.9 | 0.4 | 8.4 | 0.7
CC1CCCCN1C(=O)c1cc(-c2ccc3c(c2)OCO3)on1 (stereo not given) | -32.3 | -0.2 | -5.8 | -0.1
CC(=O)N1CCC(N(C(=O)Nc2ccc(Cl)cc2)C2CCCC2)CC1 | -5.2 | -0.5 | -13.0 | 0.0
Cc1cnc(C(=O)Nc2cc(C(F)(F)F)ccc2F)cn1 | -52.7 | 0.1 | 6.0 | 0.0
CC1(C)OC(=O)C(=Cc2ccc([N+](=O)[O-])cc2)C(=O)O1 | 2.6 | -1.0 | -2.6 | -0.4
COCCOC(=O)C1=C(C)NC2=C(C(=O)CCC2)C1c1ccc(C(=O)OC)cc1 (stereo not given) | 5.3 | -1.2 | -1.4 | -0.2
CCCNc1ncnc2c1nc(N1CCc3ccccc3C1)n2C(C)C | -0.4 | 0.1 | 2.2 | 0.0
CCNC(=O)/C(C#N)=C/c1ccc([N+](=O)[O-])s1 | -12.4 | 0.2 | -3.0 | -0.4
Cc1ccc(-c2ccccc2)n1-c1ccc(Cl)cc1O | -14.8 | -0.5 | 19.8 | 0.0
CCC(Sc1nc2ccccc2o1)C(=O)Nc1nnc(C)s1 (stereo not given) | 4.9 | -3.4&1.5 | -14.8 | -0.1
COc1ccc(NC(=O)c2cc3c(=O)n(C)c4ccccc4c3n2C)c(OC)c1 | 2.5 | -0.4 | 12.0 | 0.1
CCN1CCN(c2cc(C)c3cc(NC(=O)/C=C/c4cccc(OC)c4OC)ccc3n2)CC1 | -8.9 | 4.3 | -3.1 | -0.7
COc1c(Br)cc(Cl)cc1C=C1C(=O)NC(=S)NC1=O | 3.9 | 1.4 | 7.8 | 0.1
O=[N+]([O-])c1ccc2c(OCc3nnc(-c4ccc(Cl)cc4)o3)ncnc2c1 | -9.3 | 0.0 | 14.1 | 0.4
O=C(Cc1ccccc1)Nc1ccc2oc(-c3ccc(I)cc3)nc2c1 | -2.6 | -0.9 | 14.1 | 1.0
CCOc1cc(C2c3c(oc4ccc(F)cc4c3=O)C(=O)N2Cc2ccco2)ccc1O (stereo not given) | -4.3 | 1.5 | -3.9 | 0.0

Entries of single compounds from above. Values in the order: TEAD-YAP block, GPR151 activ, MITF primary, FBW7 activator
O=C(N1CCCC1c1nc(-c2ccncc2)n[nH]1)C1(c2ccc(F)cc2)CCCC1 (stereo not given) as listed: 5.4, 0.7, -7.9, -0.2
O=C(Cn1ccc([N+](=O)[O-])n1)Nc1ccc(F)cc1F as listed: 13.1, -0.6, 17.2, 0.3

Carrying on:
SMILES | TEAD-YAP block | GPR151 activ | MITF primary | FBW7 activator
COC(=O)c1cc(=O)n(-c2ccccc2)c(=S)[nH]1 | 0.6 | -0.3 | 4.4 | 0.1
CC1(C)CC(n2c(=O)c3c(n4c(=S)[nH]nc24)-c2ccccc2CC32CCCC2)CCO1 (stereo not given) | 4.0 | 0.8 | 5.9 | -0.1
COc1ccc(CNC(=O)c2ccc3c(c2)NC(=O)c2ccccc2S3)cc1 | 4.1 | 0.7 | 3.0 | 0.1
CCC(C)(C)NC(=O)C1CCN(S(=O)(=O)c2ccccc2F)CC1 | 1.1 | 0.8 | 2.8 | 0.1
S=C(NCc1cccnc1)NC12CC3CC(CC(C3)C1)C2 | 5.1 | 0.5 | 10.6 | -0.1
O=C(COC(=O)c1cccc([N+](=O)[O-])c1)c1ccccc1 | 3.5 | 2.3 | 11.8 | 0.0
Cc1cc(NC(=O)CSc2nnc(-c3ccco3)n2-c2ccccc2)no1 | -4.7 | -0.2 | -1.6 | -0.1
Cn1cc(C(=O)Nc2ccc(Oc3ccc(Cl)cc3)cc2)c2ccccc2c1=O | -7.4 | 1.5 | 8.1 | 0.0
CSc1ccc(CN2CCC(n3nccc3NC(=O)Nc3cccc(F)c3)CC2)cc1 | 9.1 | 0.5 | 0.2 | -0.1
Cc1cc(C)c(S(N)(=O)=O)c(C)c1N(C)S(=O)(=O)c1ccccc1 | -19.4 | -0.6 | -0.3 | -0.3
Cc1nc2sc(C(=O)Nc3c(F)cc(F)cc3Br)c(C)c2c(=O)[nH]1 | -3.3 | -0.6 | 3.1 | 0.2
COc1ccc(C2CC(=O)C3=C(C2)NC(=O)CC3c2cccc(OC)c2)cc1 (stereo not given) | -5.6 | 0.0 | 9.3 | 0.0
COc1ccc(C(=O)Nc2cccc(C)c2N2CCC3(CC2)OCCO3)o1 | -5.6 | 0.4 | -8.8 | -0.1
CN1C(=O)[C@H]2CN(Cc3ccc(Cl)cc3)CCN2C(=O)[C@@H]1CO | 1.0 | 0.1 | 3.9 | -0.3
CC(=O)/C(C(=Nc1ccccc1)Nc1ccccc1)=C(\C)O | 3.7 | -1.9 | 14.9 | 0.6
NC(=O)c1ccc(Nc2cc(-c3ccccc3)ccn2)cc1 | -78.2 | -0.3 | 11.2 | 1.0
COc1ccc(CCNc2ncnc3c2nc(N2CCOCC2)n3C(C)C)cc1 | -13.0 | 1.1 | 3.2 | 0.0
CCCCOc1ccc(C(=O)NCc2n[nH]c(=S)n2-c2ccc(Br)cc2)cc1 | -0.6 | 1.3 | 0.8 | 0.0
CC(=O)c1c(N2CCOCC2)nc(=S)n(-c2cc(C)ccc2C)c1C | -9.0 | 0.9 | -11.8 | -0.1
C=CCN(CC=C)C(=O)Nc1cc(Cl)ccc1OC | -2.8 | 1.8 | 1.4 | 0.1
NC(=O)c1ccc(-c2nc(NCCN3CCOCC3)c3ncn(C4CCCCC4)c3n2)cc1 | 15.8 | 1.3 | -3.5 | 0.0
CCO/C=C/C(O)(CNC(=O)c1ccc(C(C)(C)C)cc1)C(F)(F)F (stereo not given) | 4.0 | -0.8 | 0.8 | -0.1
CCOC(=O)c1cccc(NC(=O)C2CC3CCCN3C23C(=O)N(C)c2ccccc23)c1 (stereo not given) | 8.4 | -0.9 | 5.1 | -0.1
N#Cc1ccccc1NC(=O)CCc1ccccc1 | 13.4 | 0.6 | -3.9 | -0.2
CC1(C)CC(=O)CC(C)(C)N1OC(=O)c1ccccc1 | -1.7 | -0.5 | -6.6 | -0.4
Cn1c(=O)[nH]c(=O)c2c1nc1n(-c3ccc(F)cc3)c(-c3ccccc3)cn21 | -2.6 | 2.3 | -8.8 | 0.1
CC(C)(CO)CNC(=O)CC1C(=O)NCCN1Cc1cccc(Oc2ccccc2)c1 (stereo not given) | 11.3 | -0.6 | 6.5 | 0.3
Cc1ccc(Oc2cccc(NC(=O)c3cnccn3)c2)nn1 | -19.3 | -4.0 | -8.0 | -0.2
Cc1ccc(C)c(C(=O)CNc2nc(C#N)c(C#N)[nH]2)c1 | 13.2 | 2.9 | -10.9 | -0.1
